# Compound activity deposited in PubChem by The Scripps Research Institute Molecular Screening Center.
# PAFAH1B3 FP inh – PAFAH1B3 (human) inhibition; hit rate 0.28% among 340,000; Q15102; inhibition, % at 3.39 µM; recombinant PAFAH1B3, FP-rhodamine probe, fluorescence polarization;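 active = inhibition above the screen-wide average of all tested compounds plus 3 SD, cut at about 25% in these data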;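 note: 0% = enzyme with DMSO only and 100% = wells lacking PAFAH1B3 protein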
# Target sequence (Q15102 whole entry, looked up): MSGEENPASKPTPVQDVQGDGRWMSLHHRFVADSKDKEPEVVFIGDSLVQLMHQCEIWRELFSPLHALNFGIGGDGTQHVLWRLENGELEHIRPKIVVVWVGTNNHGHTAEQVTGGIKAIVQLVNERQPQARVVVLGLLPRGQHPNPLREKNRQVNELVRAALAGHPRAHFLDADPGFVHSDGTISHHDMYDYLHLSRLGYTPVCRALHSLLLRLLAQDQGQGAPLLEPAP
# LYPLA2 counter – blocks human lysophospholipase 2, a PME1 counter-screen | recombinant LYPLA2, FP-Rh probe fluorescence polarization | inhibition, % at 5.9 µM | hit rate 0.38% among 320,000;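 active = inhibition above the screen-wide mean plus 3 SD, limit set per campaign, cut at about 26% in these data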;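 note: 0% = LYPLA2 with DMSO and 100% = wells lacking LYPLA2 enzyme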
# Target sequence (O95372 whole entry, looked up): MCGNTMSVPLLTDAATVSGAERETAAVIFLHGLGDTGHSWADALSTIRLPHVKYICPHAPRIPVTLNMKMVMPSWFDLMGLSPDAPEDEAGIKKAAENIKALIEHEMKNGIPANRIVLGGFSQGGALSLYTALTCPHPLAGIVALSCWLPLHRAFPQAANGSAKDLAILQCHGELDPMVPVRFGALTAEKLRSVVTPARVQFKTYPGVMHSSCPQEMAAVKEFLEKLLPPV
# GSTO1 inh – GSTO1 inhibition, counter-screen for RBBP9 inhibitors. P78417. hit rate 1.1% among 300,000. recombinant GSTO1, activity-based probe fluorescence polarization. inhibition, % at 5.96 µM;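 active = inhibition above the campaign mean inhibition plus 3 SD, cut at about 35% in these data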;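 note: 0% = GSTO1-1 with DMSO and 100% = wells lacking GSTO1-1 enzyme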
# Target sequence (P78417 whole entry, looked up): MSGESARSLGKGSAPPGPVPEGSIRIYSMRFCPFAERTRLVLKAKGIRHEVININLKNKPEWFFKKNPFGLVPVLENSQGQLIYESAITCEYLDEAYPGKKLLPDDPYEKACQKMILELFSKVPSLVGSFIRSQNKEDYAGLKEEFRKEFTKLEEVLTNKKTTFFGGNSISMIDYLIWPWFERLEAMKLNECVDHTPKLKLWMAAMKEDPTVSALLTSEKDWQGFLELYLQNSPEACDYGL
# LYPLA1 inh – LYPLA1 (human) inhibition in PME1 counter-screen. O75608. recombinant LYPLA1, FP-Rh probe fluorescence polarization. inhibition, % at 5.9 µM. hit rate 0.16% among 320,000. AID 2174;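 active = inhibition above the mean of all tested compounds plus 3 SD, set per campaign, cut at about 14% in these data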;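 note: inhibitors block serine hydrolase probe labeling of LYPLA1 so polarization falls; 0% = enzyme with DMSO and 100% = wells lacking LYPLA1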
# Target sequence (O75608 whole entry, looked up): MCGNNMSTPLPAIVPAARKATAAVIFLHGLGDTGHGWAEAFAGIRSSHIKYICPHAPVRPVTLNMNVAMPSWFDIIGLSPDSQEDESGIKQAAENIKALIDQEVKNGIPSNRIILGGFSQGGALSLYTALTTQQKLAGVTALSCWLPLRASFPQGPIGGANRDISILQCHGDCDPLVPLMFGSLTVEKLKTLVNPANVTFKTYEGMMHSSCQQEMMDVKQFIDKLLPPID
# PAD4 FP inh – inhibitors of human PAD4. AID 485272. recombinant PAD4, RCA probe fluorescence polarization. inhibition, % at 6.36 µM. hit rate 0.41% among 330,000. Q9UM07;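 active = percent inhibition above a cutoff equal to the mean of all tested compounds plus 3 SD, cut at about 15% in these data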;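 note: 0% = PAD4 with RCA probe and DMSO and 100% = probe without PAD4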
# pPAFAH FP inh – inhibitors of human plasma PAF acetylhydrolase (pPAFAH); Q13093; recombinant pPAFAH, FP-rhodamine probe fluorescence polarization; inhibition, % at 3.39 µM; hit rate 1.5% among 330,000; AID 463082;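 active = inhibition above the mean inhibition across the screen plus 3 SD, cut at about 25% in these data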;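 note: inhibitors block binding of the rhodamine activity-based probe so polarization drops; 0% = enzyme with DMSO and 100% = wells lacking pPAFAH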
# PME-1 primary – blocks human protein phosphatase methylesterase 1 | inhibition, % at 5.9 µM | AID 2130 | hit rate 0.53% among 320,000 | Q9Y570 | recombinant PME-1, FP-Rh probe fluorescence polarization;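 active = inhibition above the campaign mean of all compounds plus 3 SD, cut at about 26% in these data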;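 note: competitive labeling of PME-1 active site by serine hydrolase directed probe; 0% = PME-1 with DMSO and 100% = wells lacking PME-1 enzyme; inhibitors block probe labeling so polarization falls and inhibition rises; many of its hits are not listed in these tables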
# PAFAH1B2 FP inh – inhibitors of human PAFAH1B2. recombinant PAFAH1B2, FP-rhodamine activity probe, fluorescence polarization. inhibition, % at 3.39 µM. P68402. hit rate 1.2% among 340,000;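 active = inhibition above the mean of all tested compounds plus 3 SD, cut at about 24% in these data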;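 note: 0% = enzyme with DMSO and 100% = wells lacking PAFAH1B2; many of its hits are not listed in these tables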
# PREPL inhibitor – inhibitors of human prolyl oligopeptidase-like enzyme PREPL; Q4J6C6; recombinant PREPL, fluorescence polarization activity-based probe; inhibition, % at 5.96 µM; hit rate 0.68% among 320,000; AID 2751; in the data active = inhibition above about 43%;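 note: 0% = enzyme with DMSO and 100% = wells lacking enzyme; many of its hits are not listed in these tables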
# * = called active by the depositor; · = not tested or not shown.
no.	Molecule	PAFAH1B3 FP inh	LYPLA2 counter	GSTO1 inh	LYPLA1 inh	PAD4 FP inh	pPAFAH FP inh	PME-1 primary	PAFAH1B2 FP inh	PREPL inhibitor
1	Cn1nc(C(=O)NNC(=O)c2ccc(Cl)c(S(N)(=O)=O)c2)c2ccccc2c1=O	4.9	-2.2	·	2.7	2.9	-0.6	1.7	1.3	18.3
2	CCCC(=O)n1nc(-c2ccc(OC)cc2)nc1N	3.7	7.5	2.7	2.8	1.8	2.0	6.5	5.3	11.3
3	CC(C)(C)c1ccc2c(c1)N(CC(=O)N1CCCC1)C(=O)CO2	8.8	6.4	2.5	0.3	-3.3	0.7	3.0	5.4	1.3
4	COc1ccc(CNC(=O)c2c(C)cc(=O)oc2C)cc1OC	0.1	-4.2	1.1	3.3	3.2	-0.5	3.2	3.9	4.7
5	COc1ccc(C(=O)c2cc([N+](=O)[O-])ccc2N2CCOCC2)cc1	7.2	-7.9	-2.4	-4.9	3.5	4.3	2.4	-2.8	7.7
6	S=C(NCCc1ccccc1)Nc1c(Cl)cccc1Cl	12.0	2.1	-2.7	-3.9	1.5	-2.3	1.5	4.2	14.4
7	C/C(N)=C(\C#N)C(=O)NCc1ccccn1	4.2	2.4	-2.0	-0.8	1.6	0.6	1.2	0.6	0.4
8	Cc1c(S(=O)(=O)Nc2cccc(Cl)c2)c(=O)n(C)c(=O)n1C	3.1	-3.6	-3.0	-2.0	5.9	2.6	0.2	6.0	-6.3
9	CCCCn1c(N)c(N(CCOC)C(=O)CCCc2nc3ccccc3c(=O)[nH]2)c(=O)[nH]c1=O	11.1	-0.9	2.1	-0.1	3.8	-0.1	5.1	5.6	-0.3
10	O=[N+]([O-])c1cnccc1Nc1cccc(F)c1	-3.8	-3.7	8.4	0.2	-1.7	-2.5	-8.1	2.3	1.3
11	COc1ccc(C(=O)NCCCOC(C)C)cc1OC1CCN(C(C)=O)CC1	3.5	-0.7	-4.1	3.5	5.9	-4.3	1.7	1.2	13.5
12	NS(=O)(=O)c1cccc(NC(=O)c2cc(=O)c3ccccc3o2)c1	0.6	-5.7	-6.3	-6.4	-0.6	0.4	-4.5	8.4	-14.9
13	CCc1ccc(CNC(=O)c2ccc3c(c2)NC(=O)C(N2CCOCC2)S3)cc1 (stereo unspecified)	-3.9	-2.5	10.4	-1.6	-3.0	7.2	-2.5	0.5	7.8
14	C[C@H](NC(=O)c1ccc(Br)cc1)C(=O)NCc1ccc(S(N)(=O)=O)cc1	-8.2	-2.1	-10.0	1.4	-2.7	0.9	-1.0	3.9	-1.1
15	CCOC(=O)/C(N=Nc1cc(C(=O)O)cc(C(=O)O)c1)=C(\O)CCl	13.6	-4.7	3.7	-1.7	1.2	-0.6	0.9	0.3	-5.5
16	CNC(=O)c1cc(C(=O)c2ccc(Cl)cc2)c(Br)[nH]1	2.1	6.4	-3.3	-1.5	4.7	1.2	1.1	36.7*	4.2
17	Cc1cc(C(=O)CN2C(=O)NC3(CCCc4ccccc43)C2=O)c(C)n1C (stereo unspecified)	-8.3	1.0	0.6	3.6	1.4	4.3	0.0	6.3	2.5
18	O=C(COC(=O)c1nc(Cl)ccc1Cl)Nc1ccccc1OC(F)F	3.8	-1.5	2.8	2.9	0.0	10.5	0.2	2.8	-2.5
19	CN1CCN(S(=O)(=O)c2cccc(C(=O)N(c3ccccn3)C3CCCCC3)c2)CC1	14.0	10.3	-0.6	-1.3	2.8	5.3	2.2	4.3	9.3
20	Cc1cc(C)n(CCCNC(=O)c2ccc3c(c2)NC(=O)CS3)n1	9.0	2.6	-1.3	-1.6	1.8	-4.3	0.3	-1.1	-0.9

no.	Molecule	PAFAH1B3 FP inh	LYPLA2 counter	GSTO1 inh	LYPLA1 inh	PAD4 FP inh	pPAFAH FP inh	PME-1 primary	PAFAH1B2 FP inh	PREPL inhibitor
21	CCCCn1c(N)c(N(CC(C)C)C(=O)c2ccc(C)o2)c(=O)[nH]c1=O	3.8	5.4	·	5.2	-5.6	-2.9	-2.2	5.2	4.1
22	O=C(NCc1ccc(Cl)cc1)C(=O)c1cn(CC(=O)N2CCOCC2)c2ccccc12	0.1	2.4	4.2	-4.2	3.2	4.0	-4.8	8.4	-10.4
23	Cc1cc(=O)oc(C)c1C(=O)Nc1ccc(N(C)C)cc1	4.6	-8.8	-4.5	-1.7	0.5	-1.7	3.0	6.7	17.6
24	COc1cccc(-c2nnc(-c3ccccc3NC(=O)c3ccc(C(C)(C)C)cc3)o2)c1	·	3.2	-0.4	1.0	0.3	3.2	-0.3	·	10.5
25	O=C(NCCO)C(c1ccccc1)c1ccccc1	8.2	0.6	6.0	4.3	-1.1	-4.3	3.0	1.5	14.3
26	COc1ccc(CN2CCNC(=O)C2CC(=O)O)cc1OC (stereo unspecified)	5.9	1.6	5.8	0.0	0.0	0.6	-0.8	0.9	-1.5
27	CCCNC(=S)N1CCC(NC(=O)c2cccc(C)c2)CC1	4.2	3.4	4.4	-2.5	3.0	4.6	2.5	-1.1	9.7
28	COc1ccc(CN(CC(=O)NCc2ccccc2)C(=O)CCC(=O)Nc2nccs2)cc1	-2.1	-6.8	-10.8	-3.7	-5.5	0.6	-3.2	-1.1	-3.8
29	COC(=O)c1cccc(Cn2nc(C)c([N+](=O)[O-])c2C)c1	6.7	-3.5	-0.5	-0.1	-4.1	-1.7	-1.2	5.3	11.8
30	CC1(C)CC2CC(C)(CN2C(=O)c2cc(-c3ccccc3O)on2)C1 (stereo unspecified)	2.4	2.9	-3.8	-2.4	0.6	-0.2	-1.4	6.8	-1.4
31	Cc1ccnc(NC(=O)c2cccc(S(=O)(=O)NCc3ccccc3)c2)c1	4.1	2.8	7.0	1.2	-2.8	-10.3	-5.6	5.5	-0.3
32	CC1=CC(c2ccccc2)n2nc(N)nc2N1 (stereo unspecified)	16.8	-0.8	1.9	-2.5	-2.6	-1.0	-3.9	2.3	7.0
33	O=[N+]([O-])c1ccc(N(CC2CO2)S(=O)(=O)c2ccccc2)cc1 (stereo unspecified)	5.3	3.5	85.2*	-1.8	3.0	4.1	2.6	5.5	-9.5
34	COc1ccccc1NS(=O)(=O)c1ccc(N/N=C/c2ccccc2OCC(=O)O)c([N+](=O)[O-])c1	12.9	5.8	-8.7	3.1	0.3	28.6*	54.5*	9.3	19.3
35	O=C(Nc1ccccc1)N1CCN(Cc2ccccc2)CC1	1.0	3.8	0.7	4.9	-0.4	-1.1	2.8	-1.2	-4.1
36	CCc1ccc(OCC(=O)N(C)C)c(Br)c1	5.5	-7.0	-2.7	-4.8	-1.3	4.0	-5.8	6.9	-10.9
37	Nc1nnnn1CC(=O)N/N=C/c1ccc(-c2cccc(Cl)c2)o1	-18.2	-15.3	-6.4	-8.7	5.6	-8.7	-16.7	-19.5	-7.3
38	CCc1c(C)nc2ncnn2c1Nc1ccc(C#N)c(Cl)c1	2.1	2.5	-1.3	0.1	2.5	9.3	7.0	8.1	1.4
39	Cc1ccccc1-c1n[nH]c(=S)n1C	7.5	1.9	5.8	-0.2	2.2	-0.6	0.6	-2.7	-5.3
40	Cc1ccc(N2CC(O)(c3cccs3)[N+]3=C2CCCC3)cc1 (stereo unspecified)	2.5	-2.4	7.5	-5.1	-0.9	-0.1	-6.5	0.6	0.5

no.	Molecule	PAFAH1B3 FP inh	LYPLA2 counter	GSTO1 inh	LYPLA1 inh	PAD4 FP inh	pPAFAH FP inh	PME-1 primary	PAFAH1B2 FP inh	PREPL inhibitor
41	O=C(O)COc1ccc2c(c1)O/C(=C\c1cccs1)C2=O	-4.9	-4.0	6.0	4.0	3.6	2.4	-3.0	3.4	8.8
42	O=S(=O)(c1ccc(S(=O)(=O)N2CCC(O)CC2)cc1)N1CCCC1	9.2	-3.6	0.3	-0.4	-4.7	2.2	0.7	2.8	-1.0
43	COc1ccc(-n2nc(C(=O)NCC(=O)NCc3ccc(F)cc3)c3ccccc3c2=O)cc1	8.6	1.5	2.7	-3.9	-3.5	-1.7	1.6	7.0	9.7
44	COc1ccc(NC(=O)C2CCCC2)cc1	-0.6	5.0	-4.0	-0.4	-2.4	5.6	4.3	5.6	6.6
45	O=C1CC(NCC2CCCO2)C(=O)N1c1ccc(F)cc1 (stereo unspecified)	3.7	3.2	1.1	0.8	5.9	5.4	-4.3	5.5	-2.3
46	CC(=O)Nc1cc(C(F)(F)F)ccc1Oc1cccc(Br)c1	-1.3	1.4	-2.9	-4.8	7.2	10.4	-2.4	-2.0	3.9
47	O=C(COc1ccc(-n2cnnn2)cc1)Nc1ccccc1Cl	8.2	-7.1	6.8	-2.6	-1.8	-3.9	-4.9	1.4	11.1
48	O=C(Cc1c(O)c2ccccc2[nH]c1=O)NCc1cccc(F)c1	0.6	-1.0	-1.9	-1.7	-3.3	-0.8	0.6	2.2	5.9
49	CC(OC(=O)CN(C)S(=O)(=O)c1ccc(Cl)cc1)C(=O)Nc1ncc(Cl)cc1Cl (stereo unspecified)	5.4	-0.9	-2.1	-1.2	-5.0	-2.8	1.4	21.0	8.3
50	COC(=O)C1CCN(S(=O)(=O)c2cn(C)c(=O)n(C)c2=O)CC1	-2.0	-3.2	0.5	6.7	-1.2	2.4	1.4	3.1	-2.2
51	COc1ccccc1NC(=O)c1ccc2[nH]c(C)c(C)c2c1	14.9	2.5	-10.2	0.3	-2.6	6.8	-2.5	1.3	6.8
52	C=CCn1c(SC)nnc1-c1ccc2ncccc2c1	1.9	5.1	-0.7	2.4	-2.3	-0.1	0.9	7.3	9.4
53	CCc1ccccc1NC(=O)/C(=C/c1ccccc1)c1ccccc1	-16.0	-0.7	-8.6	-2.4	1.0	9.9	-2.8	-4.0	2.9
54	CC(C)(C)C(=O)NNC(=O)COc1ccc2ccccc2c1Br	3.0	-2.8	0.1	-2.3	0.8	3.6	1.4	2.6	-5.2
55	COc1cc(NC(=S)NC(=O)c2ccc(C)cc2C)ccc1NC(=O)c1cccs1	7.9	-3.2	1.4	-1.9	1.0	2.0	1.3	-1.6	8.3
56	CC(=O)c1cccc(S(=O)(=O)Nc2cccnc2)c1	-14.3	2.7	-5.7	8.1	1.7	4.0	-9.9	-0.3	3.7
57	CCn1c(C)nc2cc(C(=O)NNC(=O)CN(C)S(=O)(=O)c3ccc(NC(C)=O)cc3)ccc21	4.1	·	·	·	-1.7	1.5	·	2.2	6.4
58	COc1cccc(C(=O)NNC(=O)C2CC(C)=C(C)CC2C(=O)O)c1 (stereo unspecified)	11.2	5.2	-0.1	4.4	0.0	1.2	1.4	-1.8	15.6
59	Cc1ccc(OCCOC(=O)c2sc(=S)n(C)c2C)cc1	-5.9	1.8	5.6	0.3	1.4	-0.5	-4.6	10.5	7.9
60	CCN(CCCNC(=O)Cn1cc2c(n1)CCCC2)c1cccc(C)c1	4.1	-1.2	2.3	2.4	-4.5	1.2	6.1	-3.9	4.7

# Reprinted at random: 3 entries already listed, in no set order.
no.	Molecule	PAFAH1B3 FP inh	LYPLA2 counter	GSTO1 inh	LYPLA1 inh	PAD4 FP inh	pPAFAH FP inh	PME-1 primary	PAFAH1B2 FP inh	PREPL inhibitor
23	Cc1cc(=O)oc(C)c1C(=O)Nc1ccc(N(C)C)cc1	4.6	-8.8	-4.5	-1.7	0.5	-1.7	3.0	6.7	17.6
45	O=C1CC(NCC2CCCO2)C(=O)N1c1ccc(F)cc1 (stereo unspecified)	3.7	3.2	1.1	0.8	5.9	5.4	-4.3	5.5	-2.3
25	O=C(NCCO)C(c1ccccc1)c1ccccc1	8.2	0.6	6.0	4.3	-1.1	-4.3	3.0	1.5	14.3

# Some of the compounds tested; count on the stated rates, not on these rows.
